GCN5L2 inh – GCN5L2 (KAT2A) acetyltransferase inhibition; hit rate 0.21% among 390,000; Potency, µM (series often up to 58.9 µM), inactives show at the top dose activity change, negative = inhibition, usual class: inhibitors; GCN5L2 HAT assay, ThioGlo1 CoA-SH fluorescence
Target sequence (Q92830 whole entry, looked up): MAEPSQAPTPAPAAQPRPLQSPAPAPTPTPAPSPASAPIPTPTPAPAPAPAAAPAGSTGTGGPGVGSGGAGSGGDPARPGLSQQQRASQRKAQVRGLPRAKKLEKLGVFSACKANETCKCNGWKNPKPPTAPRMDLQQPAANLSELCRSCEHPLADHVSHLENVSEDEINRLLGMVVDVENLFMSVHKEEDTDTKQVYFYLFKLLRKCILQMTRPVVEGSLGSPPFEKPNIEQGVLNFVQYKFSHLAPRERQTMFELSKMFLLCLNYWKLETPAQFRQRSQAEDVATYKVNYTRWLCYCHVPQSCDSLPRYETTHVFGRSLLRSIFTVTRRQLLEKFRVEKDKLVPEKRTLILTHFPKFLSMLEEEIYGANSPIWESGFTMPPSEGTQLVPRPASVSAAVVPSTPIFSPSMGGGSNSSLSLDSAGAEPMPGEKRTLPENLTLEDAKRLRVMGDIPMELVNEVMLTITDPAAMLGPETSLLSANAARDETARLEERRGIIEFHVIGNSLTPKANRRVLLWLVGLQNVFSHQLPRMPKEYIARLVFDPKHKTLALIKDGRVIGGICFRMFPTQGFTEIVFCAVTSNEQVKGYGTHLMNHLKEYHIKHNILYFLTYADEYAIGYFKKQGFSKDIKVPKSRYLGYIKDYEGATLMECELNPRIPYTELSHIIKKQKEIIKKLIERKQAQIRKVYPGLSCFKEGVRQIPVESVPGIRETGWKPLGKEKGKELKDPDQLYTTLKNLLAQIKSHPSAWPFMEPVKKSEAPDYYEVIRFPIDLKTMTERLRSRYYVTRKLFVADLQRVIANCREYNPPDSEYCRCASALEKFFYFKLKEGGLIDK
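Compounds, pin-transferred from DMSO stocks, meet 20nM GCN5L2 for 15 min before the reaction begins with H3(1-25) peptide (75uM) and acetyl-CoA (70uM). Thiol-reactive ThioGlo1 reports CoA release over 20 min at room temperature.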
TDP1 cell CPT – DT40-hTDP1 cell growth loss with CPT; chicken DT40 Tdp1-/-;hTDP1 cells + 20 nM CPT, ATP luminescence, 48 h; Potency, µM (titrated, usually from 46.2 µM), without a hit: top-dose activity change, negative = growth inhibition, usual class: inhibitors; hit rate 12% among 420,000; AID 686979; further: nearly all actives have a fitted effect of over 55% in size
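Chicken DT40 Tdp1-/- cells stably complemented with human TDP1 were seeded at 400 cells/well in medium containing 20 nM camptothecin, exposed to pin-transferred compounds, and grown at 37 °C for at least 48 hr. Viability was read as ATP luminescence.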
DT40 TDP1 no CPT – qHTS for Inhibitors of human tyrosyl-DNA phosphodiesterase 1 (TDP1): qHTS in cells in absence of CPT. AID 686978, 2013. hit rate 15% among 420,000. Potency, µM (doses to about 46.2 µM), for inactives: top-dose activity change, negative = growth inhibition, usual class: inhibitors. DT40 Tdp1-/- hTDP1 cells, no CPT, ATP luminescence, 48 h; further: nearly all actives have a fitted effect of over 55% in size
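Growth kinetics read by CellTiter-Glo luminescence after ≥48 hr at 37 °C. Cells: DT40 Tdp1-/- stably carrying human TDP1, 400 per well, compound exposure in the absence of CPT (DMSO vehicle).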
* hit, by the source's call; ? = inconclusive; / = no result given; [ ] = remark or other dose. The call rests on the fitted dose curve; in most records, active means well fitted curve in the direction sought with a large enough effect; inconclusive means small, poorly fitted or top-dose-only effect, or another doubt; inactive means no such curve, though single readings can be large; an effect the other way counts as inactive or inconclusive. On the % scale 0 is the no-effect control and ±100 the full control effect; potency means the concentration at half of the fitted maximal effect. Rows were taken by chance. About 18% of those tested had a hit in this group.

item	Molecule	GCN5L2 inh	TDP1 cell CPT	DT40 TDP1 no CPT
1	O=S(=O)(NCCNS(=O)(=O)c1ccc(F)cc1)c1ccc(F)cc1	-3%	-17%	-26%
2	COC(=O)CC(NC(=O)C1CC1)c1ccc2c(c1)OCO2 (stereo unspecified)	-6%	-9%	11%
3	O=C(Nc1ccc(S(=O)(=O)N2CCOCC2)cc1)c1ccc(Cl)s1	-7%	23µM*	?
4	CC1CCN(C(=O)C2CCN(S(=O)(=O)c3cc(Cl)ccc3Cl)CC2)CC1	7%	?	21µM*
5	Cc1ccc(C(=O)N/N=C\c2ccc[nH]2)cn1	-13%	3%	1%
6	COC(CNc1nc(SC)nc2sc3c(c12)CCN(C)C3)OC	-4%	1%	?
7	O=c1c(-c2cccs2)nc2cnc(Oc3ccccc3)nc2n1C1CC1	?	?	?
8	COc1nc(N(C)C)nc(N2CC(=O)N(CCNS(=O)(=O)c3ccc(C)cc3)C2=N)n1	-3%	17%	-15%
9	COc1cc(-c2nc(SCC(=O)Nc3ccc(C)cc3)c(-c3ccc(F)cc3)[nH]2)cc(OC)c1OC	8%	?	15µM*
10	CCC(=O)Nc1nc2ccc3nc(C)sc3c2s1	-6%	?	21µM*
11	CC(=O)Nc1ccc(NC(=O)Cc2ccc(S(=O)(=O)N3CCCCC3)cc2)cc1	-10%	-18%	-17%
12	Nc1ccc2nc(SCC(=O)c3ccccc3)sc2c1	-19%	?	-26%
13	CCC1Sc2ccc(S(=O)(=O)CCC(=O)Nc3c(Cl)cc(OC)cc3OC)cc2NC1=O (stereo unspecified)	?	?	?
14	CC(C)C1S/C(=N/N=C/c2ccco2)NC1=O (stereo unspecified)	2%	-13%	-4%
15	O=C(c1ccc(=O)oc1)N1CCC(C(O)(c2ccccc2)c2ccccc2)CC1	-3%	6%	?
16	Nc1cc(=O)[nH]c(SCC(=O)Nc2cccc(S(=O)(=O)N3CCCCCC3)c2)n1	-3%	-1%	-6%
17	O=C(CSc1nnc(CNC(=O)c2ccccc2F)n1-c1ccccc1)Nc1ccccc1F	-5%	2%	-7%
18	CN(C)c1ccc(NC(=O)COC(=O)c2ccc3c(c2)OCO3)cc1	-2%	-20%	?
19	O=C(Cc1ccccc1)N/N=C/c1ccc(OC(=O)/C=C\c2ccco2)cc1	-1%	-2%	-30%
20	CCOC(=O)C1CCCN(C(=O)c2ccccc2NC(=O)C2=C(C)OCCS2)C1 (stereo unspecified)	1%	-7%	6%
21	O=C(CN1CCCCC1)N1c2ccccc2Oc2ccccc21	1%	?	?
22	CN1CCN(C(=O)CN2C(=O)NC(C)(c3ccc4ccccc4c3)C2=O)CC1 (stereo unspecified)	-4%	-4%	-2%
23	Nc1nnc(SCC(=O)Nc2cc(S(=O)(=O)N3CCOCC3)ccc2N2CCCC2)s1	-2%	-1%	4%
24	COC(=O)c1cc(OC)c(OC)cc1NC(=O)C1CCCO1 (stereo unspecified)	-2%	-5%	-12%
25	O=C(Nc1cccc(F)c1)C1CCN(C(=O)c2ccc(Br)cc2)CC1	2%	?	?
26	CS(=O)(=O)c1ccccc1C(=O)Nc1cccc(-c2nc3ccccc3o2)c1	-7%	?	?
27	CN(C[C@H](c1ccccc1)N(C[C@H](Cc1ccccc1)N(CCc1ccccc1)N=O)N=O)N=O	-1%	18µM*	?
28	COc1ccc(/C(C)=N\Nc2nc(-c3ccc(Cl)cc3)cc(C(F)(F)F)n2)cc1OC	0%	?	?
29	Cc1cc(=O)[nH]c2nnc(SCC(N)=O)n12	-4%	0%	7%
30	O=C(CN1CCCCCCC1)N/N=C/c1ccc([N+](=O)[O-])o1	-4%	?	?
31	Cc1ccccc1CSc1nnc([C@@H]2CCCN2)o1	-3%	-20%	-2%
32	O=C(NCC(O)c1ccc([N+](=O)[O-])cc1)C1CCCCC1 (stereo unspecified)	-1%	-2%	14%
33	COc1ccc2c(c1OC)CN(C)CCc1cc3c(cc1C(O)C2)OCO3 (stereo unspecified)	3%	?	?
34	Cc1nonc1NC(=O)CSc1nc(C23CC4CC(CC(C4)C2)C3)nc2ccccc12	-2%	?	?
35	Nc1cccc2c1C(=O)N(c1ccccc1)C2=O	/	-1%	-1%
36	CCOC(=O)C1CCCCN1C(=O)c1ccc(-n2cc(NC(=O)c3cccnc3)cn2)cc1 (stereo unspecified)	/	9%[9.04 µM]	?
37	COc1ccccc1C1C2=C(COC2=O)Nc2cc3c(cc21)OCO3 (stereo unspecified)	-6%	-9%	9%
38	CCOc1ccc(N(CC(=O)Nc2ccc(OC)cc2)S(=O)(=O)c2c(C)[nH]c(=O)[nH]c2=O)cc1	-4%	3%	-14%
39	CC(C)CC(=O)N(Cc1ccccc1)S(=O)(=O)c1ccc2c(c1)oc(=O)n2C	-4%	-29%	?
40	CCNC(=O)N(C)c1c(CC)nc2ccc(C(=O)N3CCN(C(=O)c4ccco4)CC3)cn12	/	-3%	-7%
41	Oc1ccc2c(ccc3[nH]cnc32)c1	0%	-4%	-22%
42	CCCNC(=O)C1(CC2CC(c3ccccc3)=NO2)CCN(C(=O)c2cc(OCC)c(OCC)c(OCC)c2)CC1 (stereo unspecified)	/	?	?
43	CN(C)c1ncccc1-c1nc2ccccc2s1	-4%	-9%	-22%
44	COc1ccc(/C=N/OCC(=O)Nc2nc3ccccc3s2)cc1OC	1%	?	?
45	COC(=O)C1=CN(c2ccc(F)cc2)C(N)=C(C#N)C1c1cccc(OC)c1OC (stereo unspecified)	/	?	?
46	CN(Cc1ccccc1)C(=O)COC(=O)CNS(=O)(=O)c1ccc2ccccc2c1	-1%	0%	-4%
47	COc1ccc(C(=O)O)c(O)c1OC	0%	13%	36%[activator]
48	COc1ccc(-c2cc3c(=O)n(CC(=O)NCCCN4CCC(N5CCCCC5)CC4)ncn3n2)cc1	-18%	15µM*	?
49	CCCc1c(C(=O)N/N=C(\C)c2ccc3c(c2)OCO3)nnn1-c1nonc1N	/	-8%	3%
50	COc1ccc(OC)c(CNC(=O)c2ccc(NC(=O)c3nsc4ccccc34)cc2)c1	-6%	?	18µM*
51	COc1cc(S(=O)(=O)N2CCOCC2)ccc1NC(=O)COC(=O)CC12CC3CC(CC(C3)C1)C2	-4%	?	18µM*
52	COC(=O)CS(=O)(=O)c1ccc(C)cc1	-2%	11%	-16%
53	Cc1cc(C)nc(N/N=C/c2c[nH]c3ccccc23)n1	-6%	3%	3%
54	COc1ccccc1N(CC(=O)Nc1ccc(C)cc1Cl)S(=O)(=O)c1cccs1	-5%	?	?
55	O=C(NNC(=O)c1cc2ccccc2o1)c1ccc(F)cc1	-4%	0%	4%
56	O=C(COc1cccc2c1CCN(Cc1ccccc1F)C2=O)N1CCCCC1	1%	?	21µM*
57	O=[N+]([O-])c1ccccc1S(=O)(=O)NC1CCCCCCC1	-7%	-22%	16µM*
58	CC1CCN(CC(O)COC2CC(C)CCC2C(C)C)CC1 (stereo unspecified)	-13%	?	16µM*
59	O=C(Nc1ccc2c(c1)CCC2)C1CCCO1 (stereo unspecified)	-6%	-5%	3%
60	Cc1ccc(NC(=O)CSc2nnc3scc(-c4ccccc4)n23)cc1	-13%	-6%	-21%

Record cards (already shown). Order of values: GCN5L2 inh	TDP1 cell CPT	DT40 TDP1 no CPT
`CCCNC(=O)C1(CC2CC(c3ccccc3)=NO2)CCN(C(=O)c2cc(OCC)c(OCC)c(OCC)c2)CC1` (stereo unspecified) is entered as /	?	?
`COc1ccc(/C(C)=N\Nc2nc(-c3ccc(Cl)cc3)cc(C(F)(F)F)n2)cc1OC` is entered as 0%	?	?
`CN(C[C@H](c1ccccc1)N(C[C@H](Cc1ccccc1)N(CCc1ccccc1)N=O)N=O)N=O` is entered as -1%	18µM*	?
`O=C(CSc1nnc(CNC(=O)c2ccccc2F)n1-c1ccccc1)Nc1ccccc1F` is entered as -5%	2%	-7%

Remaining list, next part:
item	Molecule	GCN5L2 inh	TDP1 cell CPT	DT40 TDP1 no CPT
61	COc1ccc(/C(C)=N/Nc2nc3ccccc3nc2C)cc1OC	-9%	?	?
62	COc1ccc(C)cc1N(CC(=O)NCCSCc1cccc(Cl)c1)S(C)(=O)=O	-4%	16µM*	?
63	Cn1nc(-c2ccccc2)c(CSc2cccc(Cl)c2)c1Cl	-7%	16µM*	18µM*
64	Cc1cc(C(F)(F)F)n(-c2ccc(N)cc2)n1	-6%	7%	-4%
65	Cc1onc(-c2c(Cl)cccc2Cl)c1NC(=O)N1CCSCC1	-3%	16%	1%
66	C=CCn1c(O)c(N=Nc2ccccc2O)c2ccccc21	-17%	?	18µM*
67	O=C1OC(/C(=C\NCc2ccccc2)[N+](=O)[O-])c2ccccc21 (stereo unspecified)	-10%	-9%	-27%
68	Cc1nc(NC(=O)CCl)sc1C(=O)N(C)C	-3%	13µM*	15µM*
69	CCCN(C(=O)Cn1ncc2c([nH]c3ccccc32)c1=O)c1ccccc1C	-2%	?	-10%
70	CC(C)C[C@@H]1Cc2[nH][nH]c(=O)c2[C@H](CCc2ccccc2)O1	/	?	?
71	O=C(CNC(=O)c1ccccc1)OC1CCCCC1	-4%	2%	5%
72	CC(=O)c1sc(NC(=O)CCS(=O)(=O)c2ccc(C)cc2)nc1C	1%	9.2µM*	18µM*
73	Cc1ccc2nc(-c3cccc(Br)c3)c(Cc3ccccc3)n2c1	/	26µM*	?
74	O=C(CS(=O)c1ccc(F)cc1)Nc1ccccc1Cl (stereo unspecified)	21%	1%	9%
75	Cc1ccc(S(=O)(=O)N2C(=O)CCC2C(=O)N2CCN(C)CC2)cc1 (stereo unspecified)	/	-15%	-8%
76	Cc1ccc(S(=O)(=O)SCCCSS(=O)(=O)c2ccc(C)cc2)cc1	/	18µM*	21µM*
77	NC1=NN(c2cccc(C(=O)O)c2)C(=O)C1	-2%	27%	18%
78	CCc1ccc(NC(=O)C2CCCN(S(=O)(=O)c3ccc4c(c3)oc(=O)n4C)C2)cc1 (stereo unspecified)	1%	-19%	-27%
79	COc1cc(C(O)P(=O)(OCC(C)C)c2ccc(N(C)C)cc2)cc(OC)c1OC (stereo unspecified)	3%	-35%	-23%
80	CC(C)COc1ccc(C(=O)N/C(=C/c2cccc([N+](=O)[O-])c2)C(=O)O)cc1	-12%	2%	2%
81	N#Cc1cnc2cc(-c3ccccc3)nn2c1N	-5%	13%	-7%
82	CCOC(=O)c1cc(-c2ccc(C#N)cc2)nc2c1c(C)nn2CCC#N	2%	-13%	?
83	Cc1ccc(OCC(=O)Nc2cc(C(=O)O)cc(C(=O)O)c2)cc1C	-4%	6.5µM*	?
84	O=C(Nc1ccc2nc(C3CC3)n(Cc3ccccc3)c(=O)c2c1)C1CC1	-2%	-25%	-11%
85	COc1ccc(CCCC(=O)Nc2ccc(F)cc2)cc1	2%	-23%	-24%
86	CCOC(=O)c1nc2c(ccc3ccccc32)cc1C	-6%	14%	-9%
87	CCc1cc2c(=O)n(Cc3ccco3)c(SCC(=O)NC3CCS(=O)(=O)C3)nc2s1 (stereo unspecified)	-5%	?	-27%
88	CCC(=O)N1CCc2cc(S(=O)(=O)NCCC(=O)Nc3ccccc3C)ccc21	-5%	1%	-13%
89	Cc1ccc(CNC(=O)c2ccc(NC(=O)c3nsc4ccccc34)cc2)cc1	-13%	10%	-15%
90	C=C(C)c1cccc(C(C)(C)NC(=O)Nc2ccc(OC)cc2)c1	-17%	-25%	-7%

A second format for three compounds above.
(77) NC1=NN(c2cccc(C(=O)O)c2)C(=O)C1
  GCN5L2 inh: -2%; TDP1 cell CPT: 27%; DT40 TDP1 no CPT: 18%

(78) CCc1ccc(NC(=O)C2CCCN(S(=O)(=O)c3ccc4c(c3)oc(=O)n4C)C2)cc1 (stereo unspecified)
  GCN5L2 inh: 1%; TDP1 cell CPT: -19%; DT40 TDP1 no CPT: -27%

(79) COc1cc(C(O)P(=O)(OCC(C)C)c2ccc(N(C)C)cc2)cc(OC)c1OC (stereo unspecified)
  GCN5L2 inh: 3%; TDP1 cell CPT: -35%; DT40 TDP1 no CPT: -23%

Remaining list, next part
item	Molecule	GCN5L2 inh	TDP1 cell CPT	DT40 TDP1 no CPT
91	CC1CCN(CCNC(=S)Nc2ccc(Cl)cc2)CC1	0%	?	-23%
92	CCC(=O)N1CCCC(C)(C(=O)Nc2ccc3oc(CC)nc3c2)C1 (stereo unspecified)	/	-7%	-2%
93	O=C(Nc1ccccc1C(=O)O)c1cccc(NC(=O)c2ccccc2Br)c1	-12%	-21%	?
94	CSc1ncc(Cl)c(C(=O)Nc2c(C)cccc2C)n1	-18%	-5%	-9%
95	COCC(=O)NC1CCN(C(=O)NCc2ccccc2)CC1	-6%	-5%	0%
